# Assay outcomes: PubChem, several laboratories
# SRC2 inh – inhibition of GAL4-SRC2 driven luciferase reporter, primary screen, SRC2 inhibitor project, cell-based, luminescence; Nuclear receptor coactivator 2 (Homo sapiens), Q15596; HEK293 GAL4-SRC2 luciferase reporter; inhibition, % at 9 µM; 370,000 compounds, 0.17% hits; AID 651957, 2012;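 active = inhibition above the mean inhibition of all tested compounds plus 3 SD, set per campaign, cut at about 52% in these data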;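 also: 0% = DMSO treated cells and 100% = cells given Gossypol at 36 µM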
# MC4R ag barr – MC4R agonists recruiting beta-arrestin, primary screen, cell-based, luminescence, agonist arm of biased-ligand search; 360,000 compounds, 0.98% hits; activation, % at 8.9 µM; Melanocortin receptor 4 (Homo sapiens), P32245; AID 540308, 2011; U2OS MC4R beta-arrestin complementation; percent of melanotan II response, DMSO zero;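 active = activation above a per-plate cutoff, the mean activation of sample wells on that plate plus 3 SD, cut at about 8% in these data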
# Target sequence (P32245 whole entry, looked up): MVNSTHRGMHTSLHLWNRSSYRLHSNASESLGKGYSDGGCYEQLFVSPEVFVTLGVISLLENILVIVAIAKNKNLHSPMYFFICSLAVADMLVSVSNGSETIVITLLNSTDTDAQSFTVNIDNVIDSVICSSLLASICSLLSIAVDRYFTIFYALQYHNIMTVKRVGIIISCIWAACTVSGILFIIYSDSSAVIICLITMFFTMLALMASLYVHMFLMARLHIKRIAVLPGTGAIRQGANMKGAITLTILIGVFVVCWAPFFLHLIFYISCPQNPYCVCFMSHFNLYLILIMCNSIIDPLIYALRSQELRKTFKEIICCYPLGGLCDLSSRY
# NOD2 RIPK2 PPI – NOD2-RIPK2 binding disruptors in cells, primary screen, fluorescence, CHO cells, BLA complementation; 360,000 compounds, 0.38% hits; CCF4 ratio; Receptor-interacting serine/threonine-protein kinase 2 (Homo sapiens), O43353; inhibition, % at 4.98 µM; AID 624267, 2012; in the data active = inhibition above about 21%;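 also: 0% = vehicle only and 100% = reference blocker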
# Target sequence (O43353 whole entry, looked up): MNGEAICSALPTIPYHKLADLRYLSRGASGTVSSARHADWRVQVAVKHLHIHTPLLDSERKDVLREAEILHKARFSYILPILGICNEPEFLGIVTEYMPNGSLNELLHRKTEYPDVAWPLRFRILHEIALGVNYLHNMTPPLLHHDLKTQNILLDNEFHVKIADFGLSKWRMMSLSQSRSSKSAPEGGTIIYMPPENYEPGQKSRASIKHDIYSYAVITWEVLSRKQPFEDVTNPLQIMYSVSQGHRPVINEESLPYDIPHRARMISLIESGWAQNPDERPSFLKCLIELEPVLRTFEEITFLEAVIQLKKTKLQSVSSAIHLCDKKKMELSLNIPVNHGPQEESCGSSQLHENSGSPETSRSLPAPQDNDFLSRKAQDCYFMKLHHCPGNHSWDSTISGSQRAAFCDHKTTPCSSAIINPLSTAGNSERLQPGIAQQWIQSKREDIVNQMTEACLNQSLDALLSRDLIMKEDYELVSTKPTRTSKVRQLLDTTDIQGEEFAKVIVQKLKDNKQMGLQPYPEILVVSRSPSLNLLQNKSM
# m5-HT2A agonist – mouse Htr2a agonists via beta-arrestin recruitment, primary screen, cell-based, luminescence | 5-hydroxytryptamine receptor 2A (Mus musculus), P35363 | CHO-K1 mHTR2A beta-arrestin complementation; percent of 30 µM serotonin response | activation, % at 7.6 µM | 360,000 compounds, 0.66% hits | AID 624169, 2012;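 active = activation above a run cutoff, the mean activation of all tested compounds plus 3 SD, cut at about 14% in these data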;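 also: 0% = plate median of compound wells and 100% = 30 µM serotonin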
# ABCB6 inh MLPCN – ABCB6 transporter inhibitors, primary screen, K562-ABCB6 cells, flow cytometry, MLPCN library. 360,000 compounds, 0.19% hits. ATP-binding cassette sub-family B member 6 (Homo sapiens), Q9NP58. K562-ABCB6 porphyrin accumulation, 1 h; hits give low values. fluorescence ratio to DMSO, % at 10 µM;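 active = fluorescence ratio to DMSO below 75%, the collection mean minus 3 SD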;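 also: signal is porphyrin accumulated inside mitochondria; 100% equals median channel fluorescence of DMSO control wells; lower ratio means ABCB6 inhibition with less porphyrin fluorescence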
# ABHD5 PLIN5 PPI – ABHD5-PLIN5 interaction inhibitors, primary screen, cell lysate, split luciferase complementation, luminescence; Perilipin-5 (Homo sapiens) + 1-acylglycerol-3-phosphate O-acyltransferase ABHD5 (Homo …; Split G. princeps luciferase complementation, 4 h; inhibition, % at 4 µM; 360,000 compounds, 0.78% hits; AID 602281, 2012;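 active = inhibition above the mean inhibition across every tested compound plus 3 SD, cut at about 22% in these data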;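 also: 0% = DMSO only wells and the 100% control is not disclosed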
# Cardio protect – cardioprotection against H2O2-induced cell death, primary screen, uHTS, H9c2 cells, ATPLite luminescence. H9c2 cardiomyocytes, H2O2 injury protection, 2 h. protection from H2O2 cell death, % at 20 µM. 360,000 compounds, 0.63% hits. AID 588492, 2011;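 active = compounds giving at least 50% protection of heart cells from peroxide-induced death in the single-dose screen, raw or plate-pattern-corrected value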;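 also: 0% = DMSO wells with peroxide and 100% = DMSO wells without peroxide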
# Glyco luc inh – increase of ERlucT glycosylation luciferase signal, primary screen, N-linked glycosylation inhibitor project, D54 ERlucT cells, luminescence, set 2. AID 588692, 2011. reporter increase, % at 12.5 µM. D54 ERlucT glycosylation luciferase reporter, 24 h; percent of 100 nM tunicamycin response. 360,000 compounds, 0.23% hits;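 active = mean luciferase reporter signal, scaled so untreated is 0 and the glycosylation-blocking control 100, at or above a set limit in every replicate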;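 also: luciferase carries N-glycosylation sites so blocking glycosylation raises the light; 0% = median of neutral control wells and 100% = median of 100 nM tunicamycin wells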
# TLR9-MyD88 inh – inhibitors of TLR9-MyD88 association in cells, primary screen, cell-based, CHO, BLA complementation, fluorescence | Toll-like receptor 9 (Homo sapiens) + Myeloid differentiation primary response protein … | CCF4 FRET ratio | inhibition, % at 4.98 µM | 340,000 compounds, 0.21% hits | AID 504734, 2011;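 active = inhibition above the mean over all tested compounds plus 3 SD, cut at about 21% in these data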;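 also: 0% = DMSO only wells and 100% = clavulanate BLA inhibitor control wells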
# MC4R antagonist – MC4R antagonists of cAMP signaling, primary screen, cell-based, TR-FRET, antagonist arm of biased-ligand search | 360,000 compounds, 0.48% hits | MC4R-expressing cells, MTII-stimulated cAMP, LANCE TR-FRET | inhibition, % at 6.5 µM | AID 540295, 2011;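 active = inhibition above its plate's cutoff, the mean of tested wells on that plate plus 3 SD, cut at about 29% in these data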;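 also: 0% = Melanotan II alone and 100% = Melanotan II plus saturating MCL0020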
#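 System – human MC4R-expressing U2OS cells · Also added – Melanotan II · Dosing – one concentration, 6.5 µM nominal · Timing – 30-min compound, 1-h challenge, 1-h detection, room temperature · Measured by – Eu-cAMP/anti-cAMP TR-FRET, emission 671 nm · Replicates – singlicate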
# The depositor's hits bear a star; . = not tested or not shown. Not all compounds are listed; rates above refer to the full screens.
SMILES,SRC2 inh,MC4R ag barr,NOD2 RIPK2 PPI,m5-HT2A agonist,ABCB6 inh MLPCN,ABHD5 PLIN5 PPI,Cardio protect,Glyco luc inh,TLR9-MyD88 inh,MC4R antagonist
CCC(C)c1ccc(NC(=S)NN2CCOCC2)cc1 (configuration not stated),-20,1.0,-7,-2,95,-3,0,1,-8,13
O=C(CSCc1ccc([N+](=O)[O-])cc1)NC1CC2CCC1C2 (configuration not stated),11,-2.1,2,3,97,-2,6,0,-21,-6
Cc1nnnn1-c1cccc(C(=O)O)c1,-21,1.1,-8,-4,96,-4,-5,0,7,18
CCN(CC)C(=O)Cn1ncc2c1-c1ccccc1OC2,1,0.1,0,10,99,12,6,2,-4,-8
CCCCCc1nnc(NC(=O)Cn2cnc3ccccc3c2=O)s1,4,-0.5,5,0,101,-5,1,0,-3,6
CCOc1ccc(NC(=O)N(CCN(C)C)C(C)c2cccnc2)cc1 (configuration not stated),11,-0.1,3,3,104,-2,4,2,-6,1
COc1ccc(CCNC(=O)c2ccccc2NS(=O)(=O)c2cc(C(=O)O)ccc2OC)cc1,-28,-2.0,-7,1,98,-3,11,1,-1,4
CC(C)OCCCn1c(SC(C)C(=O)NCC2CCCO2)nc2cc(Cl)ccc2c1=O (configuration not stated),-2,-1.9,2,-2,102,3,2,0,-2,9
CC(C)NC(=O)c1csc(COCCO)n1,1,-0.8,-7,-2,100,2,1,5,.,-7
COc1ccccc1NC(=O)c1ccc(CN2CCOCC2)cc1,-14,-3.7,-3,1,99,-5,-4,-2,0,2
O=C(OCCOc1cccc(Cl)c1)c1ccc2ncsc2c1,17,-1.6,4,-4,103,-4,-3,-1,2,9
Nn1c(SCc2c(F)cccc2F)nnc1-c1ccccn1,-64,0.1,-6,-1,93,3,2,0,3,11
CCOC(=O)N1CCN(C(=O)c2c(N)no[n+]2[O-])CC1,.,3.2,-4,5,99,-7,1,-2,-6,7
O=S(=O)(Nc1cccc(-c2ccc(N3CCCCCC3)nn2)c1)c1cccc(F)c1,-77,-3.0,5,-4,98,-4,-9,-9,-6,14
Cc1ccc(C2=Nc3ccccc3SC(c3cccc([N+](=O)[O-])c3)C2)cc1 (configuration not stated),-9,-1.2,-4,-3,97,59*,-12,19,-1,13
CCC(C(=O)NC1CCCC1)N(C(=O)c1snc(C(N)=O)c1N)c1ccc2c(c1)OCCO2 (configuration not stated),.,-0.3,2,2,98,-5,1,-2,1,4
N#Cc1c(SCc2cccc(Cl)c2)sc(C(=O)c2ccccc2)c1N,-21,0.1,-15,-8,96,-9,-2,1,3,-26
O=c1[nH]c(CSc2ncccn2)nc2c1cnn2-c1ccccc1,19,1.9,-4,0,99,3,4,1,10,-8
O=C(CN(Cc1ccccc1)C(=O)CSc1nnc(COc2ccccc2)o1)NC1CCCC1,-12,1.6,-10,1,90,-7,-1,-5,3,-6
COc1ccc(CCNC2=CC(=O)CC(C)(C)C2)cc1,-1,-0.5,-10,3,97,-2,4,-5,0,3
COc1ccc2[nH]c3c(c2c1)CCN1C(=O)C(CC(=O)NCc2ccc(OC)c(OC)c2)C[C@H](C(=O)N2CCCCC2)[C@@]31CCc1ccccc1 (some centres not stated),13,-0.7,-8,0,98,-2,13,1,-2,-1
O=C(c1ccc(-c2ccccc2Cl)o1)N1CCC1,-43,-1.9,-1,-8,93,-1,0,-3,-6,0
Cc1cc(C)n2nc(N)c(N=Nc3ccccc3)c2n1,-44,-2.3,3,1,98,-8,4,2,-4,-25
COc1ccc2oc(C(=O)c3ccccc3)c(NC(=O)CN3CCN(C)CC3)c2c1,-21,-1.9,-6,1,99,3,-6,-1,-1,6
FC(F)(F)c1ccnc(Sc2n[nH]c(C(F)(F)F)n2)c1,-21,-0.3,-5,7,101,8,-4,2,10,13
CC(=O)NC(c1ccccc1)c1nc(-c2cccs2)cs1 (configuration not stated),14,-0.6,6,4,95,-3,-2,0,.,5
O=S(=O)(Nc1ccc(-c2cnco2)cc1)c1ccccc1,-12,0.1,0,3,94,-2,5,-2,7,4
CCOC(=O)[C@H]1[C@H]2COc3cc(OC)ccc3[C@@H]2N2C(=O)CN(Cc3ccc(OC)cc3)C(=O)[C@@]12C,11,1.4,-37,11,97,16,8,1,-7,8
O=P(O)(CP(=O)(c1ccccc1)c1ccccc1)c1ccccc1,7,0.4,-3,1,102,3,11,-3,-5,7
CC(C)(C)S(=O)(=O)/C(C#N)=C/c1cccn1S(=O)(=O)c1ccccc1,-14,1.0,-3,-4,104,-7,12,2,.,17

# Reformatted with each value named: entries from further up.
COc1ccc2oc(C(=O)c3ccccc3)c(NC(=O)CN3CCN(C)CC3)c2c1
  SRC2 inh = -21	MC4R ag barr = -1.9	NOD2 RIPK2 PPI = -6	m5-HT2A agonist = 1	ABCB6 inh MLPCN = 99	ABHD5 PLIN5 PPI = 3	Cardio protect = -6	Glyco luc inh = -1	TLR9-MyD88 inh = -1	MC4R antagonist = 6
FC(F)(F)c1ccnc(Sc2n[nH]c(C(F)(F)F)n2)c1
  SRC2 inh = -21	MC4R ag barr = -0.3	NOD2 RIPK2 PPI = -5	m5-HT2A agonist = 7	ABCB6 inh MLPCN = 101	ABHD5 PLIN5 PPI = 8	Cardio protect = -4	Glyco luc inh = 2	TLR9-MyD88 inh = 10	MC4R antagonist = 13

# Additional compounds follow:
SMILES,SRC2 inh,MC4R ag barr,NOD2 RIPK2 PPI,m5-HT2A agonist,ABCB6 inh MLPCN,ABHD5 PLIN5 PPI,Cardio protect,Glyco luc inh,TLR9-MyD88 inh,MC4R antagonist
N/C(=N\OC(=O)CCc1ccccc1)c1cccnc1,-9,-0.6,-7,-7,94,11,4,1,-1,-3
CCCSc1nsc(NC(=O)C(c2ccccc2)c2ccccc2)n1,.,4.3,-1,0,89,-22,-36,-4,6,3
Cc1nn(C)cc1C1C2=C(CC(C)(C)CC2=O)N(c2ccccc2)C2=C1C(=O)CC(C)(C)C2,-33,1.1,-3,9,106,6,13,.,-13,5
O=C(/C=C/c1cc2ccccc2o1)c1ccccc1O,-64,15*,-1,1,98,15,-6,3,-8,20
CC1=C(C(=O)Nc2ccc(C(=O)NC(C)c3ccccc3)cc2)SCCO1 (configuration not stated),-5,-1.1,1,-2,96,-3,10,-3,-5,8
COC(=O)CCCCC1SCC(NC(=O)c2ccccc2)C1OC(C)=O (configuration not stated),-3,-3.5,-14,6,99,9,12,1,-6,0
CCC12C(=O)C(CC)(C(c3ccccc3)=C1c1ccccc1)[C@@H]1C(=O)N(c3ccc(C)cc3)C(=O)C12 (some centres not stated),-1,-0.8,-2,0,102,-2,2,1,-2,0
O=C(NCC1CCCO1)c1ccc(S(=O)(=O)N2CCC(c3nc4ccc(Cl)cc4[nH]3)CC2)cc1 (configuration not stated),-6,-1.1,-3,0,104,-5,18,-8,2,10
CCOC(=O)C1CCN(C(=O)CN(c2ccc(Cl)c(C(F)(F)F)c2)S(C)(=O)=O)CC1,1,1.7,0,6,106,-2,-2,6,-11,13
c1ccc(CCCNc2ncnc3nc[nH]c23)cc1,-14,-0.4,-4,-2,99,8,2,0,1,15
Cc1cccc(C(=O)Nc2ccc(C(=O)N3CCCCC3C)cc2)c1 (configuration not stated),-14,0.1,3,-4,97,-5,-5,1,-3,2
Cc1ccc(NC(=O)CS(=O)CC(=O)N(CC(=O)NC2CCCC2)c2ccc3c(c2)OCCO3)cc1 (configuration not stated),7,-1.4,4,0,98,-2,-4,1,9,0
O=C(CNS(=O)(=O)c1ccc(F)cc1)Nc1ccc(C(F)(F)F)cc1,9,2.5,0,5,77,-3,-14,1,1,1
CCn1c(C(=O)N2CCCC(C(=O)NCCc3ccc(C)cc3)C2)cc2sccc21 (configuration not stated),11,4.3,3,-3,98,-5,2,-1,-10,18
CCOC(=O)C1CCN(C(=O)CNC(=O)c2nn(-c3ccc(OC)c(Cl)c3)c(=O)c3ccccc23)CC1,0,0.7,1,5,99,3,7,0,-1,8
CCOC(=O)C1(Cc2ccc(Cl)cc2)CCN(Cc2cn(CC)nc2C)CC1,25,0.5,-1,-3,95,3,-8,-3,-3,8
O=C(Cc1ccccc1)N1CCN(C(=O)c2cccs2)CC1,16,0.0,-12,0,115,4,-1,0,4,3
O=C(N/N=C/c1ccc(F)cc1)c1ccc(OCc2ccccc2)cc1,3,-0.9,-9,4,96,-3,-2,1,0,0
Cc1cc(NCc2ccncc2)ccc1Br,-54,-2.1,-9,0,100,7,14,0,-5,2
COc1ccnc(Oc2ccccc2)c1-c1ncn[nH]1,21,-1.7,4,-2,98,0,1,3,2,2
CC1CCCN(C(=O)CCCn2c(=S)[nH]c3ccccc3c2=O)C1 (configuration not stated),7,-1.9,-6,-3,99,-5,3,-1,-2,1
CCCN(CCC)Cc1cc(=O)oc2cc3c(cc12)CCC3,-20,0.8,-10,0,100,-2,-8,-3,-12,-4
COc1ccc(C2C=C(C)Nc3nc4ccccc4n32)cc1 (configuration not stated),-34,-0.5,9,0,94,-5,13,0,.,-5
Cc1ccccc1N(C)S(=O)(=O)c1nnc(NC(=O)c2ccccc2F)s1,12,-3.6,7,7,102,-1,-6,1,4,6
CCCCCCSc1nc2c(c(=O)[nH]c(=O)n2C)n1C,-20,0.8,-6,2,98,0,-8,0,-4,2
Clc1cccc(Nc2nc(-c3ccncc3)nc3ccccc23)c1,-30,2.4,-4,-1,82,-5,-12,-15,0,-3
O=C(O)C1Cc2ccccc2CN1C(=O)c1ccccc1Cl (configuration not stated),-35,0.0,1,1,149,7,0,-1,-7,3
COc1ccccc1CNCc1cccs1,-23,-0.6,-9,1,96,0,6,-6,-12,2
CC(Sc1nc2ccccc2c(=O)n1CCCN1CCOCC1)C(=O)N1CCc2ccccc21 (configuration not stated),5,-1.4,-10,2,95,-1,0,3,-7,19
CC(C)CN(CC(C)C)C(=O)Nc1ccc(F)cc1F,10,-0.9,0,-1,101,0,9,-1,-3,11
Cc1c(Cl)cccc1NC(=O)C1C2C=CC(C2)C1C(=O)O (configuration not stated),17,-0.2,7,-1,99,8,-5,0,13,3
CCCc1c(C(=O)NNc2ccccc2OC)cnn1-c1ccccc1,-38,0.1,3,-5,97,-8,5,1,0,14
CC1(C)C(c2ccccc2)=NC(c2ccccc2)N1O (configuration not stated),-11,1.1,-6,0,86,0,4,0,-3,4
